aSyn 5UTR inh: MLPCN primary screen, SNCA 5' untranslated region | alpha-synuclein 5'UTR reporter, inhibitor activity | inhibition, % (tested at 7.5 µM) | 300,000 tested, 0.82% active | AID 1813; in the data active = inhibition above about 60%;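 also: H4 neuroglioblastoma cells stably carrying SNCA 5'UTR luciferase fusion; 0% = DMSO wells and 100% = positive control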
MrgX1 antag: antagonists of human MrgX1 receptor; MRGX1-HEK293 calcium flux, Fluo-4, BAM8-22 antagonism; active compounds read low; 310,000 tested, 1.3% active; B-score at 10 µM;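 active = calcium-response B-score plate-corrected more than 3 library SD below zero, starting fluorescence within 5 deviations, no agonist response on first addition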;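 also: peak minus trough fluorescence over baseline after final BAM8-22 challenge near maximal dose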
KLF5 inhibitor: suppresses KLF5 promoter-driven expression | DLD-1 KLF5 promoter-luciferase reporter, luminescence | inhibition, % at 5 µM | 290,000 tested, 0.23% active | AID 1700;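 active = inhibition above a per-plate limit of that plate's mean compound inhibition plus 3 SD, cut at about 60% in these data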;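 also: 0% = DMSO wells and 100% = LY294002 at 200 µM; higher means less KLF5 promoter-driven luciferase light; inactives centre near -14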
IEC-6 tox: IEC-6 cytotoxicity, counter-screen for KLF5 inhibitors. luminescence viability. inhibition, % at 5 µM. 290,000 tested, 0.78% active. AID 1825; in the data active = inhibition above about 22%;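 also: 0% = plate median of test compound wells and 100% = cytotoxic reference compound wells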
TRPC6 inhibitor: mouse TRPC6 channel inhibition. 310,000 tested, 1.1% active. HEK293-TRPC6, membrane potential dye, ACh-evoked depolarization; active compounds read low. AID 2553. B-score at 10 µM;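 active = B-score under library mean minus 3 SD, initial fluorescence not abnormally high, positive integrated signal ratio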;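 also: B-score derived from integrated fluorescence ratio over the kinetic read; more negative B-score means stronger inhibition of depolarization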
TRPC4 potent: allosterically enhances the mouse TRPC4 cation channel | Q9QUQ5 | HEK293 TRPC4beta/mu-opioid, DAMGO EC20, Fluo-4 Ca2+ flux; active compounds read high | B-score at 10 µM | 310,000 tested, 0.42% active | AID 2227;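 active = B-score of calcium response area above 5 SD of library B-scores, with initial fluorescence ratio within 5 SD of library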;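 also: B-score of integrated fluorescence ratio over time as area under calcium response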
Target sequence (Q9QUQ5 whole entry, looked up): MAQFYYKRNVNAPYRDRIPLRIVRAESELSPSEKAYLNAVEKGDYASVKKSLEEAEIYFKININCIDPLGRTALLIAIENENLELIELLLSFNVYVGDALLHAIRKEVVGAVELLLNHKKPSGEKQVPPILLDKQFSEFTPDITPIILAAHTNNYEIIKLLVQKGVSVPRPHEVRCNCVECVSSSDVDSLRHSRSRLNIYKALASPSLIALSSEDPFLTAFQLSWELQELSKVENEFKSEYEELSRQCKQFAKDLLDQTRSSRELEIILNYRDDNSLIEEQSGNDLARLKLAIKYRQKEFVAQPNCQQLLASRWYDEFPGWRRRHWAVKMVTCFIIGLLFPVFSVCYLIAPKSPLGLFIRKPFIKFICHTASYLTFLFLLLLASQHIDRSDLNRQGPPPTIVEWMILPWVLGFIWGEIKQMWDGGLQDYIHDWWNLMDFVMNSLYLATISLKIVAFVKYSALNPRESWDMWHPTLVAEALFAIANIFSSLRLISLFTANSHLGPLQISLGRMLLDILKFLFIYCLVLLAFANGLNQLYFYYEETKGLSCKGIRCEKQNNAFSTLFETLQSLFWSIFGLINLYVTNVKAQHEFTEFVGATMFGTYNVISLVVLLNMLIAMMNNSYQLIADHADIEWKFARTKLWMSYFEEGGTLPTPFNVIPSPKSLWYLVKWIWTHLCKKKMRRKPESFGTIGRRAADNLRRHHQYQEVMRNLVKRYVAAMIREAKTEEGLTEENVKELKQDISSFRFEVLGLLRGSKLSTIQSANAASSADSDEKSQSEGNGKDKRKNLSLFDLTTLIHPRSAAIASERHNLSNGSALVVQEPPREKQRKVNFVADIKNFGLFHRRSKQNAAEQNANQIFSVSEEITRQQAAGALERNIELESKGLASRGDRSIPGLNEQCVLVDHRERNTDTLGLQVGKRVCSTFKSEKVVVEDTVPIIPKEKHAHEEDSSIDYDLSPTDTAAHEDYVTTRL
SKKanGAS inh: SKKanGAS growth inhibition; S. pyogenes SKKanGAS, kanamycin growth, BacTiter-Glo, 6 h; inhibition, % at 7.5 µM; 300,000 tested, 1.3% active;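 active = mean replicate score, as percent of positive control median, at least 50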;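 also: strain carries kanamycin resistance gene driven by streptokinase promoter and grows in 40 µg/ml kanamycin; loss of luminescence reflects streptokinase promoter inhibition or plain growth inhibition; 0% = median of DMSO wells and 100% = positive control at its reference dose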
TRPC6 activator: activates the mouse TRPC6 cation channel. Q61143. B-score at 10 µM. 310,000 tested, 0.13% active. HEK293-TRPC6 membrane potential dye fluorescence; active compounds read high;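 active = B-score of the integrated fluorescence ratio above library mean plus 3 SD, and starting fluorescence ratio within library mean plus 5 SD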;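 also: higher score means more depolarization so channel activation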
TRPC4 act: TRPC4 (mouse) channel activation. Q9QUQ5. HEK293 TRPC4beta/mu-opioid, Fluo4 calcium fluorescence; active compounds read high. B-score at 10 µM. 310,000 tested, 0.49% active. AID 2237;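 active = B-score above 5 SD of library B-scores, and initial fluorescence ratio not above library mean plus 5 SD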;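 also: positive B-score marks a calcium rise read as TRPC4 activation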
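System: HEK293 cells stably co-expressing mouse TRPC4beta and mu-opioid receptor; Schedule: Fluo4 dye loading 45 min at room temperature, 110 s recording; Detection: Fluo4 fluorescence, kinetic; Evaluation: B-scored integrated calcium fluorescence ratio; Controls: buffer (low) and maximal DAMGO (high).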
HIF activator: HIF pathway transcriptional activation. U2OS HRE-luciferase reporter, luminescence; normalized: DMSO 0%, desferrioxamine 100%. activation, % at 7.5 µM (by protocol). 300,000 tested, 0.32% active. AID 1910;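 active = mean activation of at least 10% of the iron chelator positive control signal, with at least half of replicates also reaching 10%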
TRPC4 block: blocks the mouse TRPC4 cation channel; Q9QUQ5; HEK293 TRPC4beta/mu-opioid, DAMGO-evoked Fluo4 calcium flux; active compounds read low; B-score at 10 µM; 300,000 tested, 0.39% active; AID 2247;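 active = B-score over 3 SD under the library average, no early fluorescence shift, positive overall ratio signal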
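test system = HEK293 cells with stable TRPC4beta plus mu-opioid receptor expression | detection = Fluo4 Ca2+ flux fluorescence | read-out = integrated fluorescence ratio relative to baseline, converted to per-well B score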
The depositor's hits bear a star; i = inactive; · = no result given.

Results follow in this order: aSyn 5UTR inh	MrgX1 antag	KLF5 inhibitor	IEC-6 tox	TRPC6 inhibitor	TRPC4 potent	SKKanGAS inh	TRPC6 activator	TRPC4 act	HIF activator	TRPC4 block
> CCN(CC(=O)NCc1cccs1)C(=O)c1ccc(S(=O)(=O)Nc2ccccc2F)cc1
  3	i	·	·	i	i	-11	i	i	-0.2	i
> O=C(NCCOc1ccccc1F)C1CCC(=O)N(CC2CCCCC2)C1 (stereo not drawn)
  17	·	-14	-2	i	i	3	i	i	0.2	i
> C/C(=C\C(=O)c1ccccc1)Nc1ccc(N2CCOCC2)cc1
  -63	i	-9	6	i	i	-2	i	i	-0.5	i
> O=C(COc1ccc(Cl)cc1)NCc1ccncc1
  -1	i	-11	5	i	i	-5	i	i	-0.5	i
> CC(=O)Nc1ccc(-c2nc3c(C)cccc3[nH]2)cc1
  -141	i	-151	-3	i	i	-8	i	i	5.0	i
> COc1ccc(/C=C/c2c(-c3cccc(C)c3)oc3ccc(N4CCOCC4)cc23)cc1
  -24	i	·	·	i	i	14	i	i	0.4	i
> CS(=O)(=O)N(CCc1ccccc1)CC(=O)N1CCc2ccccc2C1
  -10	i	-33	-5	i	i	-1	i	i	-1.9	i
> O=C(NCc1ccc2c(c1)OCO2)c1cccc([N+](=O)[O-])c1
  -4	i	-33	1	i	i	0	i	i	-0.1	i
> CN1C(=O)/C(=C/c2ccc(C(F)(F)F)cc2)Sc2ccc(C(=O)N3CCN(c4ccccn4)CC3)cc21
  13	i	9	-3	i	i	104*	i	i	-1.6	i
> Cc1ccccc1NC(=O)NC(C)(C)CC(C)(C)C
  11	i	-8	-9	i	i	-2	i	i	-0.6	i
> CCCN(C(=O)Cc1ccc(S(=O)(=O)N2CCOCC2)s1)c1c(N)n(Cc2ccccc2)c(=O)[nH]c1=O
  0	i	-32	-4	i	i	8	i	i	-0.2	i
> CCCOc1ccc(N2C(=O)CC(N(CCc3ccc(OC)cc3)C(=O)c3ccccc3)C2=O)cc1 (stereo not drawn)
  22	-4.6*	-13	3	i	i	3	i	i	-0.5	i
> COC(=O)Cc1c(C)nc2nc(-c3ccc(OC)cc3)[nH]n2c1=O
  5	i	-7	0	i	i	3	i	i	0.0	i
> COCC(C)NC(=O)CSc1ncnc2sc(-c3ccccc3)cc12 (stereo not drawn)
  -25	i	-26	6	i	i	36	i	i	-0.1	i
> O=S(=O)(NC1CCc2ccccc21)c1ccc(S(=O)(=O)N2CCCC2)cc1 (stereo not drawn)
  26	i	-35	-1	i	i	-1	i	i	-0.2	i
> CC1CCCCC1NC(=O)CN1CCC(O)(c2ccc3c(c2)OCO3)CC1 (stereo not drawn)
  22	i	-31	-2	i	i	-1	i	i	0.1	i
> CC(Oc1ccc(F)cc1)C(=O)NN (stereo not drawn)
  22	i	-20	7	i	i	1	i	i	0.0	i
> Cc1cc(C)c(C)c(S(=O)(=O)NC2CCCCC2)c1C
  21	i	-14	1	i	i	26	i	i	-0.7	i
> CCSc1oc(-c2ccco2)nc1S(=O)(=O)c1ccc(F)cc1
  27	i	-17	-3	i	i	3	i	i	0.3	i
> CCCc1[nH]nc2c1C(c1ccc(OC)c(Cn3nc(C)c(Br)c3C)c1)C(C#N)=C(N)O2 (stereo not drawn)
  6	i	-9	-6	i	i	10	i	i	0.2	i

Results follow in this order: aSyn 5UTR inh	MrgX1 antag	KLF5 inhibitor	IEC-6 tox	TRPC6 inhibitor	TRPC4 potent	SKKanGAS inh	TRPC6 activator	TRPC4 act	HIF activator	TRPC4 block
> COc1ccc(S(=O)(=O)N2CCCCC2)cc1NC(=O)CN1CCN(C(C)=O)CC1
  10	i	-36	-3	i	i	-16	i	i	-0.2	i
> CCN(CC)CC#CCC(OC)(c1ccccc1)c1ccccc1
  -6	i	2	3	i	i	-16	i	i	-1.9	i
> O=C(CS(=O)(=O)c1cn(Cc2cccc(F)c2)c2ccccc12)N1CCCCC1
  5	i	-1	0	i	i	8	i	i	1.1	i
> COCCN=c1scc(-c2cccs2)n1/N=C/c1ccc(O)c(O)c1O
  67*	i	-34	-1	i	i	12	i	i	0.4	i
> Cc1cc(C(=O)NCC(=O)OCC(=O)N(C(C)C)C(C)C)ccc1[N+](=O)[O-]
  -3	i	15	8	i	i	4	i	i	0.8	i
> CCN1C(=O)[C@H]2[C@@H](c3ccc(Cl)cc3)N3C(=O)CN(CC4CC4)C(=O)[C@@]3(Cc3ccccc3)[C@H]2C1=O
  13	i	-13	-6	i	i	3	i	i	0.6	i
> Cn1cc(CN2CCCCC2C(=O)Nc2ccc(-n3cccn3)cc2)cn1 (stereo not drawn)
  -23	i	-36	1	i	i	0	i	i	0.2	i
> O=C1c2ccccc2C(=O)N1CCc1csc(NNc2nc(CCN3C(=O)c4ccccc4C3=O)cs2)n1
  6	i	-13	4	i	i	4	i	i	0.6	i
> Cc1noc(COc2ccccc2OCc2onc(C)c2Cl)c1Cl
  20	i	-13	4	i	i	13	i	i	0.1	i
> O=C(O)CCCC(=O)Nc1ccc(C(=O)NCc2cccnc2)cc1
  14	i	-16	-2	i	i	3	i	i	0.0	i
> CCn1cc(C(=O)N2CCOCC2)c(=O)c2cc(S(=O)(=O)N(C)C3CCCCC3)ccc21
  -24	i	-3	4	i	i	-11	i	i	0.1	i
> O=C(Nc1ccc(S(=O)(=O)Nc2nccs2)cc1)c1ccc(F)c(S(=O)(=O)N2CCOCC2)c1
  5	i	-9	-3	i	i	-6	i	i	0.2	i
> CCC(c1nnnn1CCC(C)C)N1CCC(C(N)=O)CC1 (stereo not drawn)
  9	i	-14	2	i	i	5	i	i	-0.9	i
> O=C(O)c1ccc(/C=N/N2CCN(Cc3ccccc3)CC2)cc1
  -4	i	-34	-8	i	i	1	i	i	·	i
> CCOc1ccc(CN2CCN(Cc3[nH]c4ccc(OC)cc4c3C)CC2CCO)cc1 (stereo not drawn)
  -12	i	3	-2	i	i	0	i	i	-0.1	i
> CCC(C)(C)n1nnnc1C(c1cc2cc(OC)c(OC)cc2[nH]c1=O)N1CCc2ccccc21 (stereo not drawn)
  16	i	-17	5	i	i	5	i	i	-0.1	i
> CCC1Nc2ncnc(N3CCN(c4ccccc4)CC3)c2N(Cc2ccc(C)cc2)C1=O (stereo not drawn)
  20	i	·	·	i	i	-1	i	i	-0.2	i
> O=C(CC1C(=O)NCCN1CC1CCCCC1)NC1(c2ccccc2)CC1 (stereo not drawn)
  -2	i	3	5	i	i	-4	i	i	0.1	i
> O=[N+]([O-])c1ccccc1CNC1CCCCCC1
  -33	i	-20	-7	i	i	4	i	i	0.6	i
> COc1ccc(Cl)cc1N1C(=O)[C@@H]2C(c3cccc(OC)c3OC)=NO[C@@H]2C1=O
  0	i	-43	8	i	i	-2	i	i	-0.2	i

Results follow in this order: aSyn 5UTR inh	MrgX1 antag	KLF5 inhibitor	IEC-6 tox	TRPC6 inhibitor	TRPC4 potent	SKKanGAS inh	TRPC6 activator	TRPC4 act	HIF activator	TRPC4 block
> CCCOc1ccc(-c2c(C(=O)N/N=C(\C)c3cccnc3)nnn2-c2nonc2N)cc1
  13	i	21	2	i	i	-6	i	i	-0.7	i
> Cc1ccc(/C=C2\C(=O)ON=C2c2ccccc2)o1
  3	i	5	-10	i	i	-4	i	i	0.5	i
> CCOc1ccc(C2C(C(=O)c3cccs3)=C(O)C(=O)N2CCN2CCOCC2)cc1 (stereo not drawn)
  -22	i	-21	-4	i	i	5	i	i	1.3	i
> Cc1cc(C)c(NC(=O)Cn2nnc(C(=O)NCc3cccs3)c2N)c(C)c1
  4	i	-19	-9	i	i	2	i	i	-8.5	i
> CN(C)c1ccc(NC(=O)Nc2ccc3snnc3c2)cc1
  -115	i	-50	-4	i	i	1	i	i	1.3	i
> COc1cccc(-c2nc(CS(=O)(=O)CC(=O)NC3CCCCCC3)c(C)o2)c1
  12	i	-19	2	i	i	2	i	i	-0.2	i
> COc1cccc(C2NC(=O)NC(C)=C2C(=O)Nc2ccc(C)cc2)c1OC (stereo not drawn)
  6	i	-27	-4	i	i	-3	i	i	0.3	i
> CCCc1ccc(OCc2ccc(C(=O)N3CCCC3)o2)cc1
  -40	i	-62	3	i	26*	3	i	i	-1.8	i
> CC(C)CC(C(=O)Nc1ccc2c(c1)OCCO2)N1C(=O)c2ccccc2C1=O (stereo not drawn)
  ·	i	-39	-7	i	i	-4	i	i	·	i
> COc1ccc(C2C(C(=O)/C=C/c3ccco3)=C(O)C(=O)N2CCN2CCOCC2)cc1OC (stereo not drawn)
  -13	i	-34	-4	i	i	-4	i	i	-1.5	i
> COc1ccccc1-n1cnnc1SCC(=O)N1CCOCC1
  -2	i	-26	1	i	i	-4	i	i	-0.4	i
> COc1ccc(C(=O)NCC2OCCc3ccccc32)c(O)c1 (stereo not drawn)
  -88	i	-45	4	i	i	-2	i	i	3.9	i
> COc1ncnc2c1ncn2CC1COC(C)(C)O1 (stereo not drawn)
  -12	i	·	·	i	i	-6	i	i	-0.4	i

One compound at a time (already shown). Order of values: aSyn 5UTR inh | MrgX1 antag | KLF5 inhibitor | IEC-6 tox | TRPC6 inhibitor | TRPC4 potent | SKKanGAS inh | TRPC6 activator | TRPC4 act | HIF activator | TRPC4 block
Entry for `O=C(O)CCCC(=O)Nc1ccc(C(=O)NCc2cccnc2)cc1` → 14 | i | -16 | -2 | i | i | 3 | i | i | 0.0 | i
Entry for `CCCOc1ccc(N2C(=O)CC(N(CCc3ccc(OC)cc3)C(=O)c3ccccc3)C2=O)cc1` (stereo not drawn) → 22 | -4.6* | -13 | 3 | i | i | 3 | i | i | -0.5 | i
Entry for `COCCN=c1scc(-c2cccs2)n1/N=C/c1ccc(O)c(O)c1O` → 67* | i | -34 | -1 | i | i | 12 | i | i | 0.4 | i
Entry for `COc1ccccc1-n1cnnc1SCC(=O)N1CCOCC1` → -2 | i | -26 | 1 | i | i | -4 | i | i | -0.4 | i
Entry for `O=C1c2ccccc2C(=O)N1CCc1csc(NNc2nc(CCN3C(=O)c4ccccc4C3=O)cs2)n1` → 6 | i | -13 | 4 | i | i | 4 | i | i | 0.6 | i
